Screens: PubChem, several laboratories
Fibroblast inh – antiproliferative effect on LL 47 fibroblasts – human, LL 47 cells, CellTiter-Glo luminescence, primary screen | LL 47 human lung fibroblast viability, ATP luminescence; hits give low values | viability, % at 10 µM | hit rate 1.1% among 85,000 | AID 719, 2007;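 active = viability at or below 50% in the single dose screen; inactive = viability above 50%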;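 also: compound exposure lasted 72 h before the ATP readout; 100% = median luminescence of untreated cell-only wells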
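Material: human lung fibroblast line LL 47, low passage; Evaluation: viability percentage against median untreated-cell control; Buffer or medium: 15% FBS in IMEM; Incubation: 72 h compound exposure at 37 °C after overnight plating; Dosing: 0.1% DMSO in all compound wells; Measured by: CellTiter-Glo luminescence.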
Smad3 inh – Smad3/FoxH1 peptide binding inhibitors, primary screen, biochemical, TR-FRET | TR-FRET Smad3/Dy647-FoxH1 peptide binding, europium anti-His | hit rate 0.29% among 88,000 | inhibition, % at 25 µM | Mothers against decapentaplegic homolog 3 (Homo sapiens), P84022 | AID 630, 2007;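 active = compounds that reduce the energy-transfer binding signal between the protein and its labelled peptide by more than half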;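 also: 0% = Smad3 plus labelled peptide maximal FRET and 100% = peptide-only background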
Target sequence (P84022 whole entry, looked up): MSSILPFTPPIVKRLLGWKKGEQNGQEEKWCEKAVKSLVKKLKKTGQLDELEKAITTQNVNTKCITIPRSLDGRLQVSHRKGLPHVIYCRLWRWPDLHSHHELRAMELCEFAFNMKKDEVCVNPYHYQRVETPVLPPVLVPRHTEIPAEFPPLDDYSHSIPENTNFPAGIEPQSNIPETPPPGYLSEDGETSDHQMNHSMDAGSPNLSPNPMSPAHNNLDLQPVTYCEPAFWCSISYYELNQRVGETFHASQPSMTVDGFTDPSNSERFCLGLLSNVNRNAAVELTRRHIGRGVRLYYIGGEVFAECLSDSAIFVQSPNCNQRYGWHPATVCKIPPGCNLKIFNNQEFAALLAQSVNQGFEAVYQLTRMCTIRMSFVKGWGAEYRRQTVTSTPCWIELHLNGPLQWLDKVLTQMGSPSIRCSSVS
Calb biofilm kill – clotrimazole potentiators killing Candida biofilms, primary screen, with clotrimazole, Alamar Blue. hit rate 0.14% among 85,000. C. albicans biofilm + clotrimazole. inhibition, % at 6 µM;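 active = inhibition above 20%; inactive = inhibition below 20%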;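 also: preformed 24 hr biofilms exposed to compound for 48 hr; 0% = biofilm without compound and 100% = blank killed by clotrimazole plus chlorhexidine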
H69AR growth 86K – proliferation blockers of H69AR lung cancer cells, primary screen, cell-based, human, 86K library; H69AR lung tumor viability, ATP luminescence, 72 h; hits give low values; viability, % at 10 µM; hit rate 6% among 85,000;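 active = viability at or below 40%; inactive = viability above 40%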;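 also: multidrug resistant small cell line overexpressing MRP-1 efflux transporter; 100% = mean luminescence of untreated control wells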
ERa SRC1 pot – enhancers of ERα–SRC-1 coactivator binding, primary screen, biochemical, TR-FRET, ERα LBD, low estradiol | hit rate 1.3% among 86,000 | coactivator binding (% of control), % at 25.6 µM | TR-FRET ERalpha-LBD/SRC-Cy5 coactivator binding, 2 h; 100 = basal binding, no effect | Estrogen receptor (Homo sapiens), P03372; in the data active = activity above about 200%;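 also: binding measured in presence of low estradiol as agonist stimulus; 0% = peptide alone without receptor and 100% = receptor with peptide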
ERb SRC1 inh – inhibitors of ERβ-SRC1 coactivator interaction, primary screen, biochemical, TR-FRET, ERβ LBD, SRC-1 peptide | AID 633, 2007 | hit rate 1.3% among 86,000 | inhibition, % at 25.6 µM | TR-FRET ER-beta LBD / SRC1-Cy5 peptide binding; receptor agonist-loaded with 1 µM estradiol;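 active = compounds whose percent inhibition of the receptor-coactivator binding signal exceeds about 50% in the single-dose screen, limit read from the data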;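 also: 0% = receptor plus peptide wells without compound and 100% = peptide-only wells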
ERa coact inh – ERα–SRC-1 coactivator interaction inhibitors, primary screen, biochemical, TR-FRET, ERα LBD, estradiol-bound; Estrogen receptor (Homo sapiens), P03372; TR-FRET ER-alpha LBD / SRC-1 peptide; inhibition, % at 25.6 µM; hit rate 1.7% among 86,000; AID 629, 2007; in the data active = inhibition above about 50%;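 also: 0% = receptor plus peptide control and 100% = peptide only without receptor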
HUVEC inhibit – inhibitors of HUVEC proliferation, primary screen, cell-based, 384-well; CellTiter-Glo luminescence, 72 h; hits give low values; viability, % at 10 µM (by protocol); hit rate 1.1% among 86,000;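 active = viability at or below 30%; inactive = viability above 30%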;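 also: 100% = median luminescence of DMSO-only cell control wells on each plate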
sEH activator – soluble epoxide hydrolase activators, primary screen, biochemical, human sEH | hit rate 0.04% among 91,000 | activation, % at 2 µM | Bifunctional epoxide hydrolase 2 (Homo sapiens), P34913 | purified human sEH enzymatic activity, activator screen; in the data active = activation above about 37%; also: values of inactives mirror those of a sister screen read the other way
Target sequence (P34913 whole entry, looked up): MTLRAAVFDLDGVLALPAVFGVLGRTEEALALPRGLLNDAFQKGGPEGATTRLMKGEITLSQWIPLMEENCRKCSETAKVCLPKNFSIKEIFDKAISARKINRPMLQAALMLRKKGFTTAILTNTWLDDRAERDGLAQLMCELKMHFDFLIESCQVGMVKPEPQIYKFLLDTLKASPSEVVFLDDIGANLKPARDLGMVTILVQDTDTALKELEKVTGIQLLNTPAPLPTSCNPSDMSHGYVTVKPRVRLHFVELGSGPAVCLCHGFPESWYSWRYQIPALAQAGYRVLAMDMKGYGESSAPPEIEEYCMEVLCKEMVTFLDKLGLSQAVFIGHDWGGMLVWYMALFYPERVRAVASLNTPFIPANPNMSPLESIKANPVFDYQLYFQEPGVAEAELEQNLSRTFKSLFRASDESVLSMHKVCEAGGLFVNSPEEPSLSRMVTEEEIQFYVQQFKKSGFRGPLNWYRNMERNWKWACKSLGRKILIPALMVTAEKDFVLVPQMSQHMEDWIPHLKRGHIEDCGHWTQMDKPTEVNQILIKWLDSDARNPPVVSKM
* = called active by the depositor; x = no result given; [ ] = another dose, or the depositor's remark.

SMILES | Fibroblast inh | Smad3 inh | Calb biofilm kill | H69AR growth 86K | ERa SRC1 pot | ERb SRC1 inh | ERa coact inh | HUVEC inhibit | sEH activator
CCCC(=O)NCCc1cc2ccc(C)c(C)c2[nH]c1=O | 106 | 11[fluorescence artefact?] | 6 | 95 | 89[fluorescence artefact?] | -11 | -1 | 98 | x
CCOC(=O)c1ccc(NC(=O)CSc2nnc(C3CCCCC3)n2C)cc1 | 97 | 5 | 4 | 88 | 98 | -3 | -6 | 101 | -2
CCCOCCOC(=O)C1=C(C)NC(=O)NC1c1cc(Cl)c(O)c(OC)c1 (stereo not drawn) | 98 | -2 | -1 | 82 | 94 | -7[fluorescence artefact?] | -14[fluorescence artefact?] | 94 | x
O=C(Cc1ccc(-c2ccccc2)cc1)NCCN1CCOCC1 | 107 | -19 | 5 | 94 | 90 | 8 | 4[fluorescence artefact?] | 96 | x
CC(C)=C(NC(=O)c1ccco1)C(=O)NCCc1nc2ccccc2[nH]1 | 93 | 2 | 5 | 94 | 115 | 3[fluorescence artefact?] | 2[fluorescence artefact?] | 88 | x
O=C(O)c1ccc(NCc2cccnc2)cc1 | 92 | 6[fluorescence artefact?] | 5 | 91 | 110 | -1 | -7 | 84 | -2
O=C(O)CCCN1C(=O)NC2NC(=O)NC21 (stereo not drawn) | 102 | 1 | 3 | 103 | 125 | -4 | -4 | 90 | -9
Cc1c(C(=O)Nc2cccc(Cl)c2)oc2ccc(S(=O)(=O)N3CCC4(CC3)OCCO4)cc12 | 81 | -5 | -4 | 13* | 160 | -2 | -2 | 49 | 2
COc1ccccc1-n1c(C)nnc1SCC(=O)NCc1ccccc1 | 92 | -7 | 1 | 97 | 114 | 22[fluorescence artefact?] | 2 | 102 | 3
O=C(Nc1nc(-c2ccc3c(c2)OCO3)cs1)C1CC1 | 104 | 3 | 8 | 98 | 114 | -6 | -4 | 77 | x
O=C(c1ccc2snnc2c1)N1CCOCC1 | 103 | -16 | 3 | 100 | 93[fluorescence artefact?] | 2[fluorescence artefact?] | -12[fluorescence artefact?] | 103 | 11
COc1ccc(NC(=O)CSC2CC(=O)N(c3ccc4c(c3)OCCO4)C2=O)cc1 (stereo not drawn) | 107 | 5 | 5 | 86 | 130 | -4 | -7 | 101 | x
N#CC1=C(N)N(c2ccccc2)C2=C(C(=O)CCC2)C1c1ccccc1 (stereo not drawn) | 93 | -6 | 5 | 40 | 114 | -6 | -11 | 101 | 9
O=C(CSc1nnnn1-c1cccc2ccccc12)Nc1ccc(N2CCOCC2)c(Cl)c1 | 107 | 8 | 4 | 52 | 101 | -14 | -2 | 76 | -72
O=C(CN1CCOCC1)Nc1nc2ccc(Br)cc2s1 | 102 | 18 | -1 | 79 | 91 | -7 | -5 | 92 | -5
O=C(NCc1ccc(F)cc1)c1noc2c1CCCCC2 | 102 | 1 | 3 | 102 | 98 | -1[fluorescence artefact?] | -11 | 110 | x
OC1CCN(c2c3c(nc4cc(-c5ccc(Cl)cc5)nn24)CCC3)CC1 | 88 | 14 | 7 | 55 | 118 | 8 | 32 | 70 | 20
CCn1c(=O)c(C(=O)Nc2ccccc2S(N)(=O)=O)c(O)c2ccccc21 | 104 | 11 | 3 | 90 | 144[fluorescence artefact?] | 3[fluorescence artefact?] | 26 | 119 | 0
Cc1nnc(SCc2nnc(-c3ccc(Cl)cc3)o2)n1-c1ccccc1 | 80 | 10[fluorescence artefact?] | x | 73 | 107 | -2 | -1 | 64 | x
Cc1nonc1OCCn1nnnc1N | 99 | -3 | 3 | 88 | 111 | -20 | -23 | 101 | 12
c1ccc2[nH]c(CSc3nnc(-c4ccncc4)o3)nc2c1 | 94 | -1 | 5 | 91 | 116[fluorescence artefact?] | -4 | 6 | 95 | x
CCN1CCN(c2nc3c(C)cccn3c(=O)c2/C=C(\C#N)S(=O)(=O)c2ccccc2)CC1 | 95 | 13 | 3 | 105 | 94[fluorescence artefact?] | 5 | 5 | 105 | -3
O=C(O)c1cccc(NC(=O)C23CC4CC(C2)CC(n2cnc(Cl)n2)(C4)C3)c1 | 105 | -1 | 5 | 102 | 110 | -4 | -1 | 91 | 2
COc1ccc(NC(=O)C(c2ccccc2)N(C)C(=O)c2cnccn2)cc1 (stereo not drawn) | 99 | -10 | 2 | 107 | 109[fluorescence artefact?] | -3[fluorescence artefact?] | -11 | 100 | x
N=c1n(CCN2CCCC2)c2ccccc2n1CC(O)c1ccco1 (stereo not drawn) | 97 | -3 | -1 | 84 | 91 | 13[fluorescence artefact?] | 10[fluorescence artefact?] | 86 | 3
COCCn1c(SC)nnc1-c1c[nH]c2ccccc12 | 96 | -3 | 0 | 93 | 118[fluorescence artefact?] | -8 | -4 | 104 | x
CCCn1nnnc1SCC(=O)N1CCCC1 | 100 | -13 | 0 | 97 | 105 | -4 | -7 | 100 | 11
COc1cc(C(=O)Nc2c(-c3ccccn3)c(=O)c3ccccc3n2C)cc(OC)c1OC | 101 | 5 | 3 | 81 | 99 | 2 | 1 | 89 | x
CC(=O)OC(C(=O)NC1CCCCC1)c1ccc(C#N)cc1 (stereo not drawn) | 92 | -4 | 7 | 88 | 142 | -3 | -16 | 86 | 4
CCOc1cc2[nH]c(=O)n(CCCC(=O)NCc3ccco3)c(=O)c2cc1OCC | 99 | 5 | 5 | 73 | 107 | -8 | -4 | 96 | -2
CC1=CC(C)(C)N(C(=O)CSc2ncn[nH]2)c2ccc(C)cc21 | 90 | 10 | 8 | 106 | 105 | 12[fluorescence artefact?] | 13 | 87 | 4
S=c1[nH]nc(-c2ccc(Cl)cc2)n1CC1CCCO1 (stereo not drawn) | 99 | -4 | 8 | 83 | 98 | -7 | -4 | 96 | 3
Cc1ccc(S(=O)(=O)N2CCN=C2c2ccccc2)cc1C | 94 | 6 | 3 | 99 | 101 | 3[fluorescence artefact?] | 37 | 87 | -6
Cn1c(=O)c2nc(-c3ccc(Cl)cc3Cl)oc2c2ccccc21 | 94 | 10 | 3 | 106 | 132 | 45[fluorescence artefact?] | 59*[fluorescence artefact?] | 97 | x
Cc1nc(C)c(C(=O)Nc2ccc(Oc3ccccc3)cc2)o1 | 96 | 9 | 1 | 75 | 90[fluorescence artefact?] | -27[fluorescence artefact?] | -22 | 94 | -17
Cc1ccc(C(=O)Nc2nc(=O)n(C(=O)c3ccccc3C)s2)cc1 | 104 | 2 | 4 | 80 | 91 | 4[fluorescence artefact?] | 9[fluorescence artefact?] | 69 | -1
OCCN(CCO)CC(O)COc1ccc2c(c1)OCO2 (stereo not drawn) | 105 | 1 | -2 | 92 | 110 | 9 | 1 | 95 | -3
COc1cc(C)c(Cl)cc1S(=O)(=O)NCC1CCCO1 (stereo not drawn) | 100 | 0 | x | 90 | 127 | -1 | -7 | 84 | -1
O=C(CSc1nnc2ncccn12)N1CCCCCC1 | 97 | -10 | 9 | 92 | 109 | 6 | -1 | 96 | -12
COc1ccc(C2CC(C(F)(F)F)n3nc(C(=O)O)c(Cl)c3N2)cc1OC (stereo not drawn) | 99 | 9[fluorescence artefact?] | 3 | 99 | 99 | -2 | 7 | 114 | -21

Three of the entries above in order of their number in sEH activator, ascending.
SMILES | Smad3 inh | ERa SRC1 pot | ERb SRC1 inh | ERa coact inh | sEH activator
O=C(CSc1nnc2ncccn12)N1CCCCCC1 | -10 | 109 | 6 | -1 | -12
CCN1CCN(c2nc3c(C)cccn3c(=O)c2/C=C(\C#N)S(=O)(=O)c2ccccc2)CC1 | 13 | 94[fluorescence artefact?] | 5 | 5 | -3
N=c1n(CCN2CCCC2)c2ccccc2n1CC(O)c1ccco1 (stereo not drawn) | -3 | 91 | 13[fluorescence artefact?] | 10[fluorescence artefact?] | 3

(further entries)
SMILES | Fibroblast inh | Smad3 inh | Calb biofilm kill | H69AR growth 86K | ERa SRC1 pot | ERb SRC1 inh | ERa coact inh | HUVEC inhibit | sEH activator
CCOC(=O)c1cccc(NC(=O)CN(c2ccc(C)cc2)S(=O)(=O)c2c(C)noc2C)c1 | 91 | 15 | 1 | 24* | 105 | 7[fluorescence artefact?] | 9[fluorescence artefact?] | 83 | -1
COc1ccc(N2C(=O)CC(Sc3nnc(-c4ccccc4)o3)C2=O)cc1 (stereo not drawn) | 2.2* | 5[fluorescence artefact?] | 4 | 1.4* | 84[fluorescence artefact?] | -7 | -7 | 95 | x
Nc1c(C(=O)NCC2CCCO2)sc(=S)n1-c1ccccc1 (stereo not drawn) | 93 | 10 | 4 | 94 | 116[fluorescence artefact?] | -11 | -3 | 102 | -4
O=C(Nc1ccc(N2CCOCC2)cc1)Nc1ccc(Cl)c(Cl)c1 | 90 | -5 | 7 | 64 | 83 | 19 | 10 | 41 | -82
COc1cccc(N2CCN(C(=O)c3ccc(=O)oc3)CC2C)c1 (stereo not drawn) | 97 | 4 | 9 | 87 | 112 | -7 | 1 | 95 | 3
CC(NC(=O)c1noc2c1CCCCC2)c1ccccc1 (stereo not drawn) | 102 | 3[fluorescence artefact?] | 1 | 95 | 110 | -11 | -1 | 105 | 1
CCCCC(=O)NC1=NC(=O)C(C)(C)S1 | 106 | -10 | 8 | 87 | 113 | -8 | -13 | 110 | -4
COCc1cc(=O)[nH]c(/N=C(\N)Nc2ccc(Oc3ccccc3)cc2)n1 | 101 | 7 | 5 | 83 | 105[fluorescence artefact?] | -2[fluorescence artefact?] | 7 | 96 | x
O=C1C2C3c4ccccc4C(c4ccccc43)C2C(=O)N1Cc1ccco1 (stereo not drawn) | 72 | 7 | 6 | 86 | 94 | 34[fluorescence artefact?] | 13 | 100 | x
O=C1CNC(=O)/C1=C\N1CCCCC1 | 95 | 5 | 5 | 105 | 103 | -8 | -3 | 99 | x
O=C(CSc1nc2ccccc2o1)Nc1ccc(Cl)cc1 | 104 | 0 | 4 | 88 | 102 | -13 | -2 | 88 | 2
CC1CC(=O)C2=C(C1)Nc1ncnn1C2c1ccccc1 (stereo not drawn) | 103 | -3 | -1 | 88 | 118 | -4[fluorescence artefact?] | 10[fluorescence artefact?] | 93 | 0
Cc1cc(C(=O)Nc2c(F)cc(F)cc2Br)c(C)o1 | 98 | 4 | 4 | 95 | 103 | 7[fluorescence artefact?] | 0[fluorescence artefact?] | 90 | 0
Cc1ccc(S(=O)(=O)N(C)CCCC(=O)Nc2ccncc2)cc1 | 98 | -17 | -2 | 79 | 118[fluorescence artefact?] | 23[fluorescence artefact?] | 2[fluorescence artefact?] | 95 | 1
COC(=O)C1=C(C)NC(=O)CC1c1ccc(C(=O)OC)cc1 (stereo not drawn) | 93 | 0 | 3 | 99 | 111 | -7 | -3 | 107 | 7
CCOC(=O)C1=C(C)Nc2nc3ccccc3n2C1c1ccccc1 (stereo not drawn) | 76 | 2 | 5 | 11* | 114 | -2[fluorescence artefact?] | -1[fluorescence artefact?] | 80 | -10
CC(=O)N1CCc2cc(NC(=O)c3ccc(C)cc3)ccc21 | 88 | -11 | -3 | 88 | 101[fluorescence artefact?] | 25[fluorescence artefact?] | 8 | 96 | 11

The list is partial. The share of hits here may be higher or lower than overall.
